RXFP1 agonist = qHTS Assay for Agonists of the Relaxin Receptor RXFP1; HEK293T-RXFP1 cAMP TR-FRET, 30 min; response scale: percent of porcine relaxin response, buffer zero; Potency, µM (series often up to 57.5 µM), for the others: at the highest dose activation, most hits filed as activators; 370,000 tested, 0.3% active; AID 2676, 2010; further: potency means the concentration at half of the fitted maximal effect; on the % scale 0 is the no-effect control and ±100 the full control effect; nearly all actives have a fitted effect of over 60% in size; many of its hits are not listed in these tables
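Agonist response is measured as cAMP accumulation in an RXFP1-transfected HEK293T line under PDE4 inhibition. Values are scaled between buffer-only and 29 nM porcine relaxin, and EC50s come from standard Hill equation fits.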
D1 potentiator = Potentiators of Human D1 Dopamine Receptor: qHTS | D(1A) dopamine receptor (Homo sapiens), P21728 | HEK293 TREx D1 cells, calcium flux, dopamine EC20 potentiation | potentiation, % at 10 µM | 360,000 tested, 0.036% active | AID 504651, 2011; in the data active means potentiation above about 30%; further: 0% is about no effect
Target sequence (P21728 whole entry, looked up): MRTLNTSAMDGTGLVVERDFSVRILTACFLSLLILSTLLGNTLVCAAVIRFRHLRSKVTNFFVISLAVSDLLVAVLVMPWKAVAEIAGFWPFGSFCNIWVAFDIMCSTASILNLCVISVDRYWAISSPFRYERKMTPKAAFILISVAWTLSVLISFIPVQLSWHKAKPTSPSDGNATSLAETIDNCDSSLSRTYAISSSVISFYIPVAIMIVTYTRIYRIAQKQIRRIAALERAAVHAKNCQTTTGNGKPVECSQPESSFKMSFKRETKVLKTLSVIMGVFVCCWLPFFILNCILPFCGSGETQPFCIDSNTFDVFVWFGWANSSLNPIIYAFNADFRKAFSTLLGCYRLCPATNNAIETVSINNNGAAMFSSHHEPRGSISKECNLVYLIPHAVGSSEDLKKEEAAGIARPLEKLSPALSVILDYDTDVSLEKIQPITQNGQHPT
D1 antag = Antagonist of Human D 1 Dopamine Receptor: qHTS; HEK293 TREx D1 cells, calcium flux, dopamine EC80; hits give low values; activity change, negative = inhibition, % at 10 µM; 360,000 tested, 3.2% active; AID 504652, 2011; in the data active means activity change below about -30%; further: on the % scale 0 is the no-effect control and ±100 the full control effect
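After overnight tetracycline induction at 30 C, force-coupled D1 HEK293 cells took up a no-wash calcium dye at room temperature. Compounds were added and monitored 180 s, and the response to EC80 dopamine was then recorded.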
Anesthetic bind = qHTS Assay for Identification of Novel General Anesthetics; AID 485281, 2010; Potency, µM (highest dose often 77.5 µM), for inactives: at the top dose activity change, negative = displacement, actives largely listed as inhibitors; 350,000 tested, 0.074% active; apoferritin/1-aminoanthracene competitive binding, fluorescence; further: potency means the concentration at half of the fitted maximal effect; on the % scale 0 is the no-effect control and ±100 the full control effect; nearly all actives have a fitted effect of over 20% in size
Target sequence (P02791 2-175 limits assumed): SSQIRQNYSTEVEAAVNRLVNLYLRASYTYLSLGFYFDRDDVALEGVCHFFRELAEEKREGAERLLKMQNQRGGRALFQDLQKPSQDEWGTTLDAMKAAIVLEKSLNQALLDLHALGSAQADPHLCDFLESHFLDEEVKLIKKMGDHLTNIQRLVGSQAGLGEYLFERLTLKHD
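Concentration-response curves derived by four-parameter Hill fitting of normalized fluorescence, where compounds displaced 1-AMA from 10 uM horse apoferritin following a brief 10 min room-temperature incubation; propofol titration acted as positive control.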
TRHR agonist = qHTS for Small Molecule Agonists and Allosteric Enhancers of Human TRH Receptor: Primary Screen for Agonists. Thyrotropin-releasing hormone receptor (Homo sapiens), P34981. TRHR cells, calcium flux fluo-8, FDSS agonist mode. activation, % at 2 µM. 360,000 tested, 0.18% active. AID 493084, 2011; in the data active means activation above about 30%; further: 0% is about no effect
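Steps: seed TRHR cells overnight; add fluo-8 no-wash Ca dye, RT 30 min–1.5 h; record 10 s baseline; pin-transfer compounds; monitor fluorescence 1 cycle/s for the agonist window. Calcium increases flag candidate agonists.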
RXFP1 antagonist = qHTS Assay for Antagonists of the Relaxin Receptor RXFP1; Relaxin receptor 1 (Homo sapiens), Q9HBX9; HEK293-RXFP1, relaxin-stimulated cAMP HTRF, 30 min; hits give low values; activity change, negative = inhibition, % at 57.5 µM; 350,000 tested, 0.59% active; AID 1259400, 2018;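 active means activity change of -60% or lower, but not beyond a set lower limit; inconclusive means change between -60% and -40%, or beyond the set limit; inactive means change above -40%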; further: on the % scale 0 is the no-effect control and ±100 the full control effect
TRHR enhancer = qHTS for Small Molecule Agonists and Allosteric Enhancers of Human TRH Receptor: Primary Screen for Enhancers; 360,000 tested, 0.66% active; TRHR cells, fluo-8 calcium fluorescence, EC20 TRH enhancement; Thyrotropin-releasing hormone receptor (Homo sapiens), P34981; enhancement, % at 2 µM; in the data active means enhancement above about 30%; further: 0% is about no effect
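Enhancer read-out: after compound pinning and an initial kinetic agonist-mode read, an EC20 of TRH (10 nM final) was injected and fluo-8 calcium signal (Ex 480/Em 530) followed at 1 s/cycle for 100 cycles in TRHR-expressing cells.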
D1 ag = Allosteric Agonists of the Human D1 Dopamine Receptor: qHTS; D(1A) dopamine receptor (Homo sapiens), P21728; HEK293 T-REx D1 cells, calcium flux, agonist mode; activation, % at 2 µM; 360,000 tested, 1% active; AID 504660, 2011; in the data active means activation above about 30%; further: 0% is about no effect
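Tetracycline-induced HEK293 TREx D1 cells, force-coupled to calcium signalling, were dye-loaded with a no-wash calcium kit. Compound was pin-added after a 10 s baseline. Fluorescence was read kinetically at 1 cycle/s for 180 s, with calcium rises flagged as agonism.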
D2 potentiator = HTS Assay for Positive Allosteric Modulators of the Human D2 Dopamine Receptor: Primary Screen for Potentiators. HEK293 T-REx D2, calcium flux, EC20 dopamine potentiation. potentiation, % at 10 µM. 340,000 tested, 0.34% active;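 active means potentiation over 3 SD above the plate norm, cut at about 30% in these data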; further: 0% is about no effect
Target sequence (P14416 whole entry, looked up): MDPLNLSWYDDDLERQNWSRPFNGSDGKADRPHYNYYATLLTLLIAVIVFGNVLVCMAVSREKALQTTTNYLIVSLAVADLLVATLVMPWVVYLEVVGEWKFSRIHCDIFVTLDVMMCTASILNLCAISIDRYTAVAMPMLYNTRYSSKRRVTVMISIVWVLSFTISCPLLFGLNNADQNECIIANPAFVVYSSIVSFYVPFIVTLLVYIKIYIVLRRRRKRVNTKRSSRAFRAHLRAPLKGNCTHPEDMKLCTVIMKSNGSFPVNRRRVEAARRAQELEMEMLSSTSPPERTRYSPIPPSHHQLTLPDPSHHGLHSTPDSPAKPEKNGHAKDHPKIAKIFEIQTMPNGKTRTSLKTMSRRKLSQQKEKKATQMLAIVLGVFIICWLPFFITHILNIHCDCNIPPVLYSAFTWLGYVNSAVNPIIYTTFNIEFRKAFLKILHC
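Calcium flux readout, no-wash dye, 1 read/s. Inducible HEK293 Trex D2 line, overnight 30 C. Compound alone 180 s (agonist flags), then EC20 dopamine, another 180 s to score potentiation.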
Numbers without * were called inactive; ? = inconclusive; / = no result given; & = joins results of further samples. Unless noted, the call rests on the fitted dose curve; in most records, active means well fitted curve in the direction sought with a large enough effect; inconclusive means small, poorly fitted or top-dose-only effect, or another doubt; inactive means no such curve, though single readings can be large; an effect the other way counts as inactive or inconclusive. This is a subset; count on the stated rates, not on these rows.

Fields: RXFP1 agonist, D1 potentiator, D1 antag, Anesthetic bind, TRHR agonist, RXFP1 antagonist, TRHR enhancer, D1 ag, D2 potentiator
> Cc1ncc([N+](=O)[O-])n1CC(=O)NC(C)(C)C
 : -0.6%, 4, -6, -1%, -0.3, 7, 6, 1, -6
> CCC1(CC)Cc2ccccc2-c2nc(NCCCO)[nH]c(=O)c21
 : 3.9%, -1, -1, -3%, 0.6, -8, 8, 0, 0
> CC(=O)c1c(OC(=O)c2ccc(C)cc2)c2ccccc2n1C
 : 1.5%, -2, 7, -17%, -1.6, 12, -2, 17, -5
> O=S(=O)(NCCNc1ncc(C(F)(F)F)cc1Cl)C(F)(F)F
 : 2.0%, -9, 7, ?, 4.3, -18, -4, 24, 3
> CCc1nnc(NC(=O)CN2CCN(c3ccccc3OC)CC2)s1
 : 4.1%, -7, -1, -7%, -1.9, -1, 3, 0, 19
> CC(C)CN(C(=O)C(c1ccccc1)c1ccccc1)c1c(N)n(CC(C)C)c(=O)[nH]c1=O
 : -1.2%, -3, -6, -8%, 0.0, -17, -2, 1, 17
> N/C(=N\OC(=O)C1CCCCC1)c1ccc(Cl)cc1
 : 0.1%, 1, -6, -3%, 0.6, 8, 5, 6, 17
> Cc1ccc(C(=O)NCC(=O)N2CCC3(CC2)NCCc2[nH]cnc23)cc1C
 : 0.5%, -1, -10, 1%, 0.8, -8, -3, 2, 2
> CCOc1ccccc1/C=N/NC(=O)C[n+]1ccccc1
 : 1.2%, -5, -9, /, 0.3, 1, 3, 2, -16
> COc1ccccc1CNC(=O)C/C(C)=N/NC(=O)Cc1ccc(Cl)cc1
 : 2.1%, 4, -3, 0%, -0.2, 0, -2, 0, /
> Cc1ccc(CNC(=O)COc2ccc(S(=O)(=O)N3CCCC3)cc2)cc1
 : 0.8%, -5, 42, 0%, -0.2, -11, -2, -1, /
> CNC(=O)N(O)C1N(c2ccccc2)C(=S)SC1(C)C (stereo not drawn)
 : -0.1%, -8, -11, 1%, 0.4, -22, 11, 1, 1
> NNC(=O)c1nc[nH]c1C(=O)Nc1ccccn1
 : 1.8%, 2, 30, -13%, 0.5, 5, 1, 5, 4
> CS(=O)(=O)N1CCN(c2nnc(-c3ccccc3)c3ccccc23)CC1
 : 3.5%, 4, 1, -13%, -0.2, -10, -2, 0, 3
> Cc1cccc(NS(=O)(=O)c2ccc(-n3cccn3)cc2)c1C
 : 3.8%&4.2%, 2&-1, -4&0, -9%&-11%, 0.1&0.0, -7, 17&3, 10&8, 2&-1
> O=C(/C=C(\O)c1ccccc1)C(=O)NNC(=O)c1ccccc1
 : -4.2%, 4, -15, 6%, -2.0, 4, 21, 4, 3
> Cc1nc2ccccc2c(=O)n1-c1ccc(NS(=O)(=O)c2ccc(F)cc2)cc1
 : 2.8%, -2, -10, /, -0.8, -7, -5, 3, 5
> Cc1nnc(SCC(=O)Nc2ccccc2F)n1-c1ccc(F)cc1
 : 2.9%, 0, 9, -6%, 0.3, -7, 5, 4, /
> Cc1ccc(-c2nnc(NC(=O)Cc3ccc(F)cc3)o2)c(C)c1
 : ?, -12, -19, -3%, -0.4, 6, 1, 3, -27
> COc1ccc(NC(=S)N2CCCC(CO)C2)c(OC)c1 (stereo not drawn)
 : -0.1%, 0, -1, -9%, 0.1, -1, -3, 2, 2
> COc1ccc(NC(=O)c2ccccc2OCc2ccc(F)cc2)c(OC)c1
 : 0.3%, 4, 5, -12%, 0.0, -4, -15, 3, -5
> CC(c1cccs1)N(Cc1ccco1)C(=O)Nc1ccc(Cl)c(Cl)c1 (stereo not drawn)
 : 2.1%, -6, 4, -1%, 2.4, 3, -4, 4, 0
> COC(=O)c1cc(S(=O)(=O)NCc2ccc(F)cc2)cn1C
 : 2.7%, -14, 17, 7%, -0.1, /, 0, 5, 2
> CCCCC(CC)C(=O)Nc1ncc([N+](=O)[O-])s1 (stereo not drawn)
 : -1.5%, 7, -6, -5%, 0.1, -39, -2, 1, 11
> CCCCOC(=O)Nc1nc(CC(=O)OCC)cs1
 : 0.5%, -2, -14, -4%, -0.2, -12, -1, 2, -5
> CC1CCN(C(=O)COC(=O)c2n[nH]c(=O)c3ccccc23)CC1
 : 2.9%, -2, 3, /, -0.5, 6, -9, 2, -14
> COC(=O)C1=NNC2(c3ccc(Cl)cc3)C(=O)N(c3ccc(Cl)cc3)C(=O)C12 (stereo not drawn)
 : 0.4%, 7, 2, -1%, 0.4, -2, -4, 1, 3
> CCOc1ccc(S(=O)(=O)NNC(=S)Nc2ccc(Br)cc2)cc1
 : -1.8%, -4, -5, 3%, 0.0, -2, -4, 9, -11
> Cc1ccc2nc(NCCc3ccccc3)c3nncn3c2c1
 : 8.8%&9.7%, 0&-1, -21&8, 5%&-8%, -0.7&-0.2, 0&-6, 0&-1, 0&0, 6&-4
> O=C(CCN1C(=O)COc2ccccc21)NCCC1=CCCCC1
 : 0.1%, 5, 7, 3%, -0.6, 17, 1, -5, -34

Record cards, from the list above. Order of values: RXFP1 agonist | D1 potentiator | D1 antag | Anesthetic bind | TRHR agonist | RXFP1 antagonist | TRHR enhancer | D1 ag | D2 potentiator
Shown for Cc1nnc(SCC(=O)Nc2ccccc2F)n1-c1ccc(F)cc1 = 2.9% | 0 | 9 | -6% | 0.3 | -7 | 5 | 4 | /
Shown for Cc1ccc(-c2nnc(NC(=O)Cc3ccc(F)cc3)o2)c(C)c1 = ? | -12 | -19 | -3% | -0.4 | 6 | 1 | 3 | -27

More entries
Fields: RXFP1 agonist, D1 potentiator, D1 antag, Anesthetic bind, TRHR agonist, RXFP1 antagonist, TRHR enhancer, D1 ag, D2 potentiator
> CCOc1ccc(NC(=O)c2cc(=O)[nH]c3ccccc23)cc1
 : -0.3%, -3, -13, -5%, -0.4, -6, -1, 2, -3
> Cc1nn(-c2nc3ccccc3s2)c(N)c1-c1ccc(Cl)cc1
 : 0.4%, -2, 6, 5%, -0.6, -4, 11, 0, /
> Cc1ccc(Cn2nnnc2CN2CCC(c3nc4ccc(Cl)cc4[nH]3)CC2)cc1
 : 0.9%, -9, -21, 1%, -1.3, -4, -7, 2, -9
> CCc1ccc(/C=N/n2c(C)cc(C)c(C#N)c2=O)cc1
 : -0.3%, 1, -15, 0%, -0.1, -7, -2, 1, -1
> Cc1ccc(-c2nc(SCC(=O)Nc3ccccc3OC(F)F)c3c(C)c(C(=O)O)sc3n2)cc1
 : 1.1%, 1, 7, 7%, -0.6, /, 1, 1, 2
> CC(C)(C)C(=O)Nc1ccc(C(=O)NNC(=O)c2ccccc2)cc1
 : 0.3%, 1, 2, -12%, 0.1, 4, 3, 4, 3
> COc1ccccc1NC(=O)C(=O)NCc1ccccc1Cl
 : -0.1%, -3, 5, 1%, -0.1, 1, -3, 7, 2
> Cc1cccc(NC(=O)Cn2nnc(-c3ccc(CN4CCCC4)cc3)n2)c1C
 : 0.7%, 0, 3, -22%, 0.7, 2, 2, 3, -1
> O=C(NCC1OCCc2ccccc21)c1cc(COc2c(F)cccc2F)on1 (stereo not drawn)
 : 0.5%, -3, -11, ?, 2.3, -7, 8, 15, 6
> Cc1sc(NC(=S)NC(=O)c2cccs2)nc1-c1ccc(CC(C)C)cc1
 : 0.5%, 4, 0, ?, 0.1, -6, -3, 3, -1
> CCOc1ccccc1CNC(=O)CN(c1ccc(C)cc1)S(=O)(=O)N(C)C
 : 1.8%, 1, -4, -14%, -0.2, 5, -12, -1, -9
> CCOc1ccc(-c2nnc3n2N=C(c2ccc(OC)cc2)CS3)cc1
 : 16%, -9, -4, ?, 0.9, 2, 17, 1, 9
> CNC(=S)N1N=C(c2ccc(Br)cc2)CC1c1ccc(N(C)C)cc1 (stereo not drawn)
 : 6.5%, -1, -18, 3%, 2.0, -12, -7, 15, -2
> CCOc1ccc(N2CC(C(=O)N3CCN(c4ccccn4)CC3)CC2=O)cc1 (stereo not drawn)
 : -0.2%, -4, -5, /, 0.2, 1, -3, 4, 3
> COc1ccc(NC(=O)C(F)(F)F)cc1OC
 : 3.2%, -5, 9, -10%, 0.7, -5, -6, 2, 1
> O=c1[nH]c(C2CCN(S(=O)(=O)c3ccc(C(F)(F)F)cc3)CC2)nc2c1nnn2Cc1ccccc1
 : -2.8%, -3, 6, -14%, -1.0, -2, 18, -1, 0
> O=c1nc2n(c3ccccc13)Cc1ccccc1-2
 : 1.2%, -4, 6, -17%, 0.0, /, 8, 3, 3
> CNC(=O)CC1C(=O)N(C)C(=S)N1NC(=O)c1ccc(Cl)cc1 (stereo not drawn)
 : -1.6%, 3, -17, -13%, -0.1, -5, 1, 1, -2
> Cc1ccc(-c2c(C(=O)N3CCN(c4cccc(C)c4)C(C)C3)oc(=O)c3ccccc23)cc1 (stereo not drawn)
 : 0.1%, -3, -37*, -14%, -0.2, /, 4, -1, -1
> Cc1cc(C)cc(-n2ncc3c2CCCC3NC(=O)c2cc(C)oc2C)c1 (stereo not drawn)
 : 1.0%, -6, 5, 3%, 0.8, -21, -2, 10, -1
> CCc1cc(C(=O)Nc2cnn(Cc3ccccc3C)c2)no1
 : -0.8%, 0, -28, ?, -2.4, -4, 9, 0, -5
> COc1nc(Nc2cccc(C(F)(F)F)c2)nc(OC)n1
 : 2.4%, 1, 4, -19%, 0.2, -6, -1, 0, -22
> CCc1ccc(C(=O)c2cn(CC(=O)Nc3ccc(F)cc3)c3ccc(F)cc3c2=O)cc1
 : 2.2%, 9, 8, -3%, 0.9, /, 27, 6, 10

Screens as filed in PubChem BioAssay.
